Screens deposited in PubChem by several laboratories.
ABCB1 inh = human ABCB1 inhibition, ABCG2 as counter-screen | P08183 | CCRF-Adr cells, JC-1 efflux, flow cytometry | inhibition, % at 6.6 µM | hit rate 0.067% among 190,000 | AID 1326; in the data active = inhibition above about 40%;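 note: 0% = vehicle and 100% = reference inhibitor; higher value means more JC-1 retained so stronger ABCB1 efflux block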
Target sequence (P08183 whole entry, looked up): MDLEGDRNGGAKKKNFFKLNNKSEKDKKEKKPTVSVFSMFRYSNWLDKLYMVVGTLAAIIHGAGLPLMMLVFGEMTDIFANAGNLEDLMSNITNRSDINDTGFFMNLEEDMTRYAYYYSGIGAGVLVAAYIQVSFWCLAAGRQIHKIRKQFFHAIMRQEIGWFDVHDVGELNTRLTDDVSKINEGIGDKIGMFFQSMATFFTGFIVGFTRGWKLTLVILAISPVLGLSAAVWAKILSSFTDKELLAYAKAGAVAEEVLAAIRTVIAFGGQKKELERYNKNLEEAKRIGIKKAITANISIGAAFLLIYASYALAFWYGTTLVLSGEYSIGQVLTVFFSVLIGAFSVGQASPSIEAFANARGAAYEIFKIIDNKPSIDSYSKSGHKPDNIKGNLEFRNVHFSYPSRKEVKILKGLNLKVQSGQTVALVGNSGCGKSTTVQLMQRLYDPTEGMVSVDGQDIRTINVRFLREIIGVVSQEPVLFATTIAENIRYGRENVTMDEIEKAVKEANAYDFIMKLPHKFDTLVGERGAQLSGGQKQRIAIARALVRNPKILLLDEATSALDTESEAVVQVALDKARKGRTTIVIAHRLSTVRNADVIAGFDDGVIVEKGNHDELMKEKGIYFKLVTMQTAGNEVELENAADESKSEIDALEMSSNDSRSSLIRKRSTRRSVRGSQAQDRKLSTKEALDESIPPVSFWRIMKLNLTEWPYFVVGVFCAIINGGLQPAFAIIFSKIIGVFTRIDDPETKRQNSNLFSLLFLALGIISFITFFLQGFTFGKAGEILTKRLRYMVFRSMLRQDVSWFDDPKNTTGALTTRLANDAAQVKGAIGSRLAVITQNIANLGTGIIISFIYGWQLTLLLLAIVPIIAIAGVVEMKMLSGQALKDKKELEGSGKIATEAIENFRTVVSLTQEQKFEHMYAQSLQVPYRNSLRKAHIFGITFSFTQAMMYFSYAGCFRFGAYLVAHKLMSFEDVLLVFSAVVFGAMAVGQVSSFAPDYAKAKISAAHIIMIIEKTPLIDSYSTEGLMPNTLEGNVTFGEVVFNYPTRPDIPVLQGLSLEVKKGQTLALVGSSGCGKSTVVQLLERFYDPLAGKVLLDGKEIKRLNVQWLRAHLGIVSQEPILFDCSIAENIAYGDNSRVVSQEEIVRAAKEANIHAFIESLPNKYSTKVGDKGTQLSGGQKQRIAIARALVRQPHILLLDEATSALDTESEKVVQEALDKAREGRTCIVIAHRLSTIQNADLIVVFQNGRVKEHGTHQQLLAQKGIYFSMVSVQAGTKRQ
Rab7 wt modul = alters GTP binding to wildtype dog Rab7 | GST-Rab7 beads, fluorescent GTP binding, flow cytometry; actives lie on both sides; untreated = 100%, excess cold GTP = 0% | GTP binding activity (percent of control), % at 10 µM | hit rate 0.055% among 190,000 | AID 758;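 active = fluorescent GTP binding to Rab7 beads changed by at least 20 points from the 100% baseline, either direction, mostly lower; inconclusive = compound itself probably fluorescent, or too few beads counted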;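 note: median green fluorescence of bound Bodipy-FL-GTP per Rab7 bead population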
Cdc42 wt = human Cdc42 wildtype GTP binding change, either direction. P60953. GST-Cdc42 beads, Bodipy-GTP binding, flow cytometry; actives lie on both sides. percent activity (GTP binding), % at 10 µM. hit rate 0.2% among 190,000;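 active = percent activity GTP binding at least 20 points away from the 100% baseline, either down as inhibitor or up as activator; inconclusive = compound flagged as likely green fluorescent from well-wide comparison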;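 note: median bead fluorescence of bound Bodipy-FL-GTP at 100 nM; 0% = excess unlabeled GTP control and 100% = no compound control; below 100% means less GTP binding so inhibitor and above means activator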
Rac1 wt modul = human Rac1 wildtype GTP binding, inhibitors and activators; P63000; GST-Rac1 beads, fluorescent GTP binding, flow cytometry; actives lie on both sides; 0 = cold GTP competed, 100 = untreated; GTP binding activity (% of control), % at 10 µM; hit rate 0.27% among 190,000; AID 757;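 active = GTP binding activity at least 20 points away from the 100% control level, either lower or higher; inconclusive = compound flagged as likely green fluorescent, judged across all proteins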
Avidin fluor = avidin bead compound fluorescence profile | Avidin beads, compound fluorescence 488/530 nm, flow cytometry; hits give high values | fluorescence (KMESF) at 10 µM | hit rate 0.38% among 220,000 | AID 1775; in the data active = fluorescence above about 47; note: inactives centre near 10
Rab2 wt GTP = changes GTP binding to wildtype dog Rab2A, up or down. GST-Rab2 wt beads, Bodipy-GTP binding, flow cytometry. GTP binding activity, % at 10 µM. hit rate 0.19% among 190,000. AID 760;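 active = GTP binding activity at least 20 points away from 100%, either lowered or raised; inconclusive = signal likely due to the compound's own green fluorescence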;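 note: 0% = beads with excess unlabeled GTP and 100% = no-compound control corrected for plate trend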
HRas wt GTP = changes GTP binding to wildtype human HRas; P01112; GST-Ras wt beads, Bodipy-FL-GTP binding, flow cytometry; actives lie on both sides; GTP binding activity, % at 10 µM; hit rate 0.14% among 190,000; AID 759;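 active = GTP binding activity at least 20% away from the 100% baseline, either lowered as inhibitor or raised as activator; inconclusive = flagged as likely green fluorescent, judged across all proteins in the well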;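 note: 0% = unlabeled GTP competition control and 100% = no-compound control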
ABCG2 inh = inhibitors of human ABCG2 transporter, ABCB1 counter-screen. Q9UNQ0. IgMXP3 cells, JC-1 efflux, flow cytometry. inhibition, % at 6.6 µM. hit rate 0.1% among 190,000. AID 1325;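 active = inhibition above 80%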;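 note: 0% = DMSO and 100% = nicardipine control wells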
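Incubation: cells with compound and JC-1, 10 min at 25 °C, rotating, no wash / Test system: IgMXP3 (ABCG2) plus far-red-tagged CCRF-Adr (ABCB1) cells / Compound dosing: one concentration, 6.6 µM final / Also added: JC-1 fluorescent substrate / Evaluation: efflux inhibition in percent versus controls / Detection: flow cytometry, 530 nm JC-1 signal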
Pf gamet viab = P. falciparum stage V gametocyte viability inhibition | P. falciparum stage V gametocytes, ATP luminescence, 24 h | inhibition, % at 10.9 µM | hit rate 0.065% among 150,000 | AID 743093;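 active = inhibition above the mean plus 3 SD of compounds within the control limits, set per campaign, cut at about 38% in these data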;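 note: 0% = DMSO wells and 100% = medium only without gametocytes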
GSH bead fluor = compound fluoresces at 488/530 nm on GSH beads; hit rate 0.25% among 190,000; fluorescence (KMESF) at 10 µM; GSH beads flow cytometry, compound fluorescence 488/530 nm; hits give high values; AID 1776; in the data active = fluorescence above about 89;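 note: glutathione beads carrying GST-tagged Bcl family fusion proteins plus one bare bead set; values are compound well signal with DMSO vehicle wells as background; inactives centre near 16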
Rac1 mut GTP = human Rac1 activated mutant GTP binding change; percent activity (GTP binding), % at 10 µM; hit rate 0.11% among 190,000; P63000; GST-Rac1 activated beads, fluorescent GTP binding, flow cytometry; actives lie on both sides; 100% means binding = to untreated wells;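 active = GTP binding at least 20 percentage points away from the 100% baseline, in either direction, so actives lie on both sides; inconclusive = Compound likely fluorescent itself, or too few beads counted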
Numbers without * were called inactive; u = inconclusive; x = no result given.

SMILES	ABCB1 inh	Rab7 wt modul	Cdc42 wt	Rac1 wt modul	Avidin fluor	Rab2 wt GTP	HRas wt GTP	ABCG2 inh	Pf gamet viab	GSH bead fluor	Rac1 mut GTP
COCCOC(=O)c1[nH]c2c(c1C)C(=O)C(C(=O)OC)C(C)C2 (stereo not drawn)	0.2	97	93	96	4	96	95	4	x	18	94
CCc1nc(N2CCCCC2)c2oc3ccccc3c2n1	-0.1	102	104	110	12	100	101	17	-18	31	102
Clc1ccc(OCc2nc(-c3ccccn3)n[nH]2)cc1	-0.2	97	98	104	17	98	98	14	3	33	98
CCO[C@H]1OC(C(=O)NCc2ccccc2)=C[C@@H](c2cn(C(C)=O)c3ccccc23)[C@@H]1CCCO	9.9	94	92	94	5	96	95	7	6	21	92
O=C1CN(C(=O)c2cc([N+](=O)[O-])ccc2Cl)C(c2ccc(F)cc2)c2cc(F)ccc2N1 (stereo not drawn)	11	98	98	104	8	97	98	25	15	5	99
S=C(Nc1ccc2nc(-c3ccccn3)c(-c3ccccn3)nc2c1)N1CCOCC1	0.9	105	99	99	11	100	102	2	9	18	99
O=C(O)CCC(=O)N1CCc2cc(S(=O)(=O)N(CCc3ccccc3)Cc3ccccc3)ccc21	-0.4	97	98	98	4	96	98	-1	x	44	96
COc1cccc(OC)c1C(=O)NN1CCCCC1	0.7	104	102	108	11	101	103	5	x	35	101
COc1ccccc1NC(=O)N1CCC(C(=O)c2ccc(F)cc2)CC1	0.1	97	102	103	14	103	99	29	x	30	100
Cc1ccc(/C=N/NC(=O)CNC(=O)c2ccc(S(=O)(=O)N3CCCC3)cc2)o1	-0.4	97	96	97	11	98	96	-1	-18	72	94
Cc1ccc(C)n1-c1sc2c(c1C(=O)O)CCCC2	-0.7	98	99	104	4	97	101	-1	x	20	97
CCOc1ccc(C(C)NC(=S)NC2CCCCC2)cc1 (stereo not drawn)	1.6	105	97	100	10	100	97	3	-10	21	97
COc1ccc(Nc2nc(N)nc(COc3ccc(OC)cc3)n2)cc1	0.0	102	102	106	14	102	101	15	10	27	101
Cc1ccc(/C=C/C(=O)NCCCN2CCN(CCCNC(=O)/C=C/c3ccc(C)cc3)CC2)cc1	0.2	100	102	101	18	101	103	3	-16	21	102
CCn1cc(C(=O)N2CCN(c3ccccc3OC)CC2)c2cc(OC)c(OC)cc2c1=O	9.1	96	98	101	17	98	98	4	3	17	98
C[n+]1cccc(CNC(=O)/C=N/O)c1	1.3	97	106	102	10	103	102	6	x	18	101
CN(C)c1cc(C(F)(F)F)nc(-c2ccccn2)n1	0.2	98	96	94	13	96	98	3	-17	40	92
CNS(=O)(=O)c1ccc2nc(NC(=O)c3ccc(N4C(=O)CCC4=O)cc3)sc2c1	-0.7	100	89	91	23	94	95	-1	-2	8	92
OC(CCN1CCCCC1)(c1ccccc1)c1ccccc1	0.6	102	101	99	7	101	101	2	x	20	101
Cc1csc(NC(=O)c2ccccc2C(=O)O)n1	0.2	101	100	100	6	100	99	1	-10	29	99

Among those listed so far, these contain a Cl atom.
SMILES	ABCB1 inh	Rab7 wt modul	Cdc42 wt	Rac1 wt modul	Avidin fluor	Rab2 wt GTP	HRas wt GTP	ABCG2 inh	Pf gamet viab	GSH bead fluor	Rac1 mut GTP
Clc1ccc(OCc2nc(-c3ccccn3)n[nH]2)cc1	-0.2	97	98	104	17	98	98	14	3	33	98
O=C1CN(C(=O)c2cc([N+](=O)[O-])ccc2Cl)C(c2ccc(F)cc2)c2cc(F)ccc2N1 (stereo not drawn)	11	98	98	104	8	97	98	25	15	5	99

(cont.)
SMILES	ABCB1 inh	Rab7 wt modul	Cdc42 wt	Rac1 wt modul	Avidin fluor	Rab2 wt GTP	HRas wt GTP	ABCG2 inh	Pf gamet viab	GSH bead fluor	Rac1 mut GTP
O=C(O)[C@H](Cc1ccccc1)N1C(=O)c2ccncc2C1=O	-1.8	97	96	98	13	101	100	5	-7	32	99
COc1ccccc1Nc1nc(N)nc(CSc2nc(C)cc(C)n2)n1	0.7	99	100	99	23	98	98	4	-21	12	96
O=C(NCc1cccc(C(F)(F)F)c1)C1CC(c2c(Cl)cccc2Cl)=NO1 (stereo not drawn)	1.0	100	100	103	37	99	98	3	2	12	98
CCOC(=O)CSc1ccc(S(=O)(=O)N(CC)CC)cc1[N+](=O)[O-]	1.3	102	96	98	8	98	97	9	x	8	95
O=C(Cn1c(=O)c(=O)n(Cc2ccccc2)c2ccc(Cl)cc21)Nc1cccc(F)c1	-0.3	100	102	100	4	99	100	3	21	11	97
COCCn1c(SCC(=O)c2ccc(F)cc2)nnc1C(C)C	-1.2	98	103	101	23	99	97	-8	x	19	95
COc1ccnc(Oc2cc(Cl)cc(Cl)c2)c1C#N	0.0	98	97	97	3	100	97	4	-10	10	98
Nc1[nH]n(-c2ccccc2)c(=O)c1N=Nc1ccc2c(c1)OCCO2	0.1	96	90	94	11	93	92	1	0	15	92
Cc1ccc(N(CC(=O)NCc2ccc3c(c2)OCO3)S(C)(=O)=O)cc1	0.9	98	101	99	18	100	101	3	4	8	101
Cn1nc(C(=O)N2CCN(S(=O)(=O)/C=C/c3ccccc3)CC2)c2ccccc2c1=O	1.2	101	102	105	12	100	101	2	1	13	98
Cc1ccc(C(=O)Nc2cccc(C(=O)NCc3ccccc3)c2)cc1	0.8	96	102	101	13	98	98	6	3	9	100
COCCn1c(SCC(=O)Nc2nc(C)c(Cl)cc2Cl)nc2ccccc21	2.3	94	99	101	11	97	98	3	x	9	98
CCOC(=O)c1ccc(S(=O)(=O)N2CCC(C(=O)O)CC2)cc1	0.9	105	108	109	13	102	103	8	-5	60	101
c1ccc(CCNc2ncnc3nc[nH]c23)cc1	0.1	101	97	100	7	99	99	3	-13	31	98
ClCc1csc(-c2ccccc2Cl)n1	0.4	99	97	96	24	97	97	2	-13	12	95
CCOc1ccc(NC(=O)N(CCN2CCOCC2)Cc2ccc3c(c2)CCCN3CC)cc1	0.8	93	96	95	11	95	96	1	x	27	93
CC(C)C(C)(C#N)NC(=O)CSc1ncnc2sc(-c3ccccc3)cc12 (stereo not drawn)	1.1	104	98	104	13	98	99	17	x	36	99
Cc1ccc(NC2=NC(c3ccccc3)n3c(nc(C)cc3=O)N2)cc1 (stereo not drawn)	0.1	100	103	102	7	100	103	5	x	67	98
COc1ccc(Nc2nc(Cl)c(C=O)s2)cc1	-0.1	105	98	101	26	103	102	0	x	13	98
Cc1ccc(OCCNS(=O)(=O)c2ccc(N3CCCC3=O)cc2)cc1C	1.0	95	91	90	39	90	93	3	x	11	89
O=S(=O)(c1cccc2nonc12)N1CCN(c2cccc(Cl)c2)CC1	0.4	96	97	98	16	98	96	3	-5	11	98
CCOC(=O)C1CCCN(S(=O)(=O)c2cn(C)c(=O)n(C)c2=O)C1 (stereo not drawn)	-3.0	102	106	106	6	103	102	-3	x	21	102
Cc1c(=O)n(OCc2ccccc2F)c2ccccc2[n+]1[O-]	0.4	95	93	89	9	95	93	17	x	40	94
Cc1cc(/C=N/Nc2ccc([N+](=O)[O-])cn2)c(C)n1-c1ccccc1	0.2	100	99	102	12	98	99	2	x	34	96
CCCOP(=O)(OCCC)C(Nc1ccc(C(C)C)cc1)c1ccc([N+](=O)[O-])cc1 (stereo not drawn)	1.9	91	92	93	8	94	94	4	x	22	92
N/C(=N\OC(=O)C1CCCCC1)c1cccnc1	0.7	u	u	u	11	u	u	2	x	23	u
O=C(c1ccccc1)N1CCSC1=S	-0.1	102	100	99	35	100	101	0	10	20	97
Cc1ccc(/C=C(\C#N)C(=O)NC(C)C)o1	1.3	93	95	97	12	94	95	11	7	13	96
CC(C)(C)OC(=O)CC[C@@H](C(=O)N1CCN(C(=O)OC(C)(C)C)CC1)n1cc(C(CO)NC(=O)OC(C)(C)C)nn1 (stereo partly drawn)	0.3	99	95	99	6	96	97	1	x	19	96
COc1cc(-c2nnc(SCC3(c4ccc(Br)cc4)OCCO3)o2)cc(OC)c1OC	2.5	101	104	100	15	102	103	7	x	4	97
CCNc1ccc(C(=O)OCC(=O)N(Cc2ccccc2)C(C)(C)C)cc1[N+](=O)[O-]	6.9	101	98	102	12	97	96	40	x	10	98
CN1CCN(S(=O)(=O)c2ccc(NC(=O)C3CCCCC3)cc2)CC1	0.3	100	103	103	9	101	102	3	x	12	100
C[C@H](NC(=O)c1ccco1)C(=O)Nc1ccc(S(=O)(=O)N2CCCC2)cc1	0.0	102	108	106	16	105	102	28	x	32	99
O=C(Cc1sc(-c2ccccc2Cl)nc1-c1ccccc1)Nc1ccccc1	0.0	101	103	104	7	101	103	0	x	14	101

Sorted by value in Rac1 wt modul (falling): some entries from above
| structure | Rac1 wt modul |
| --- | --- |
| CCOC(=O)C1CCCN(S(=O)(=O)c2cn(C)c(=O)n(C)c2=O)C1 (stereo not drawn) | 106 |
| O=C(Cc1sc(-c2ccccc2Cl)nc1-c1ccccc1)Nc1ccccc1 | 104 |
| CN1CCN(S(=O)(=O)c2ccc(NC(=O)C3CCCCC3)cc2)CC1 | 103 |
| O=C(c1ccccc1)N1CCSC1=S | 99 |
| Cc1ccc(/C=C(\C#N)C(=O)NC(C)C)o1 | 97 |
| CCCOP(=O)(OCCC)C(Nc1ccc(C(C)C)cc1)c1ccc([N+](=O)[O-])cc1 (stereo not drawn) | 93 |

Molecules from the list above containing an NH in an aromatic ring, in the order listed:
SMILES	ABCB1 inh	Rab7 wt modul	Cdc42 wt	Rac1 wt modul	Avidin fluor	Rab2 wt GTP	HRas wt GTP	ABCG2 inh	Pf gamet viab	GSH bead fluor	Rac1 mut GTP
COCCOC(=O)c1[nH]c2c(c1C)C(=O)C(C(=O)OC)C(C)C2 (stereo not drawn)	0.2	97	93	96	4	96	95	4	x	18	94
Clc1ccc(OCc2nc(-c3ccccn3)n[nH]2)cc1	-0.2	97	98	104	17	98	98	14	3	33	98
Nc1[nH]n(-c2ccccc2)c(=O)c1N=Nc1ccc2c(c1)OCCO2	0.1	96	90	94	11	93	92	1	0	15	92
c1ccc(CCNc2ncnc3nc[nH]c23)cc1	0.1	101	97	100	7	99	99	3	-13	31	98
